AmpC inh no detg: blocks E. coli AmpC beta-lactamase in detergent-free assay. P00811. AmpC nitrocefin hydrolysis, absorbance 480 nm, 0.0001% Triton. Potency, µM (series often up to 57.1 µM), for inactives: at the top dose activity change, negative = inhibition, actives largely listed as inhibitors. hit rate 0.52% among 330,000;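 further: potency means the concentration at half of the fitted maximal effect; plate controls were no compound for no effect and no enzyme for full effect; nearly all actives have a fitted effect of over 20% in size; some results filed as inactive show a strong effect at the top dose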
Target sequence (P00811 whole entry, looked up): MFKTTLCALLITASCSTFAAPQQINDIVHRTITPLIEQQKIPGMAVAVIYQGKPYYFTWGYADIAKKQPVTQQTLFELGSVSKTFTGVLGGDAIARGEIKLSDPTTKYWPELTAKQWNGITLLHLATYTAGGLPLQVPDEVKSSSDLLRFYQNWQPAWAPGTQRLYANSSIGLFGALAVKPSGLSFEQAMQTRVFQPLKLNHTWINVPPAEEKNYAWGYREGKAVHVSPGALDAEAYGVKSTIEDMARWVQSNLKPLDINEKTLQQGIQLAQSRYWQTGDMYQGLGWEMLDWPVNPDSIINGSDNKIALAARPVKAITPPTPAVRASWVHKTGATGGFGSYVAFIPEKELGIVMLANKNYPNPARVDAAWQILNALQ
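20 mM phosphate pH 7.0 + 0.01% (detergent screen) or 0.0001% Triton X-100; 5.3 nM AmpC reagent; cpd preinc 15 min RT; nitrocefin (800 uM stock) to start; A480 q20 s × 4 min; Activity was normalised to no-enzyme and no-compound control wells.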
FBPA Giardia inh: Giardia lamblia aldolase inhibition; A8B2U2; purified Giardia FBPA; AID 2451; hit rate 0.71% among 290,000; Potency, µM (doses to about 59.6 µM), for the others: top-dose activity, negative = inhibition, actives largely listed as inhibitors; further: potency means the concentration at half of the fitted maximal effect; on the % scale 0 is the no-effect control and ±100 the full control effect; nearly all actives have a fitted effect of over 55% in size
Target sequence (A8B2U2 whole entry, looked up): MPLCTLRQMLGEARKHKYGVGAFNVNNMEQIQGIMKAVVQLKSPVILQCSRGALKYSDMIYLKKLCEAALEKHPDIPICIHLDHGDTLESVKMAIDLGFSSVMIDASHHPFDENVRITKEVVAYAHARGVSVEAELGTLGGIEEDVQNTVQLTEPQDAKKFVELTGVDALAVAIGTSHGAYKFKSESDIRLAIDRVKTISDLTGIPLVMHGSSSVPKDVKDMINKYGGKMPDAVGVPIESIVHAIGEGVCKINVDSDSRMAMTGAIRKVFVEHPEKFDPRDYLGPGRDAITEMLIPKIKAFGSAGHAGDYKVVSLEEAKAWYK
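Giardia FBPA (40 nM reagent) was preincubated 10 min at RT with compound (up to 57.5 uM final), then substrate plus GAPDH/TPI/NAD/arsenate coupling system with diaphorase/resazurin was added; resorufin fluorescence (525/598 nm) was read after 20 min.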
AMA1-RON2 inh: disrupts binding of P. falciparum AMA1 to RON2. Potency, µM (titrated, usually from 58.2 µM), for inactives: at the highest dose activity change, negative = inhibition, actives largely listed as inhibitors. hit rate 0.2% among 360,000. AlphaScreen AMA1-biotinylated RON2 peptide binding. AID 720542;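 further: potency means the concentration at half of the fitted maximal effect; 0% = vehicle wells and -100% = peptide control; nearly all actives have a fitted effect of over 45% in size; some results filed as inactive show a strong effect at the top dose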
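AMA1 (3D7) with his tag at 25 nM final met compounds first, then biotinylated RON2 peptide at 25 nM; detection used donor plus acceptor beads, 10 µg/mL apiece, read by AlphaScreen after 30 min at room temperature.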
Shiga toxin inh: blocks Shiga toxin action in Vero cells; Vero cells, Shiga toxin protein synthesis inhibition reporter; inhibition, % at 38.7 µM; hit rate 9.2% among 290,000; AID 2315; in the data active means inhibition mostly above about 28%, no sharp cut-off; inactive means mostly below about 43%; further: 0% is about no effect
CHX counter: affects cycloheximide protein synthesis inhibition readout, counter-screen | hit rate 12% among 300,000 | max response, % | cell reporter, cycloheximide protein synthesis inhibition counterscreen | AID 2314; in the data active means max response mostly above about 13%, no sharp cut-off; inactive means mostly below about 14%; further: read at 38.3 µM for the half of the compounds with a filed dose; 0% is about no effect
AmpC detergent: AmpC beta-lactamase inhibition with detergent present; P00811; AmpC hydrolysis of nitrocefin, absorbance 480 nm, 0.01% Triton; Potency, µM (highest dose often 114 µM), for the others: top-dose activity change, negative = inhibition, hits mostly inhibitors; hit rate 0.041% among 370,000; AID 485294;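 further: potency means the concentration at half of the fitted maximal effect; 0% = no-compound wells and -100% = no-enzyme wells; nearly all actives have a fitted effect of over 25% in size; some results filed as inactive show a strong effect at the top dose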
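AmpC (5.3 nM in the dispensed reagent) in 20 mM phosphate pH 7.0 with 0.01% (detergent screen) or 0.0001% Triton X-100 was preincubated with compounds for 15 min at room temperature. Nitrocefin was then added from an 800 uM solution, and hydrolysis was followed at 480 nm.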
HCMV inh: inhibitors of human cytomegalovirus. HFF cells, HCMV-luciferase reporter, 72 h; hits give low values. activity change, negative = inhibition, % at 57.5 µM. hit rate 4.5% among 410,000. AID 1259415; in the data active means activity change below about -60%; inconclusive means no clear call, values can overlap the other calls; inactive means above about -39%; further: on the % scale 0 is the no-effect control and ±100 the full control effect
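Steps: HFFs plated, 16 h 37C; compounds added; HCMV-luciferase added to MOI 1 PFU/cell; 72 h 37C; OneGlo reagent, 5 min room temperature; luminescence read, normalized to controls.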
Starred values were filed as active, the others as inactive; ? = inconclusive; · = no result given; + = active, no number; & = joins results of further samples; [ ] = remark or other dose. Unless noted, the call rests on the fitted dose curve; in most records, active means well fitted curve in the direction sought with a large enough effect; inconclusive means small, poorly fitted or top-dose-only effect, or another doubt; inactive means no such curve, though single readings can be large; an effect the other way counts as inactive or inconclusive. Outcome played no part in choosing rows; about 16% have a hit in one of these screens.

SMILES	AmpC inh no detg	FBPA Giardia inh	AMA1-RON2 inh	Shiga toxin inh	CHX counter	AmpC detergent	HCMV inh
CCOc1ccc(N(CC(=O)NCc2ccc(OC)cc2)S(C)(=O)=O)cc1	-4%	-1%	9%	56*	34*	0%	73
CCOC(=O)c1cnc2c(C)cc(Cl)cc2c1NCCCN1CCOCC1	6%	2%	0%	-4	1	1%	7
CCNC(=O)NCc1c(C)c(C)n(Cc2ccccc2)c1-n1cccc1	22%	3%	15%	-6	-3	?	?
Cc1nnc(N/N=C/c2ccc(Br)cc2)n1N	-16%	?	42%[activator]	·	10.0*	?	71
C[C@@H]1CC=C[C@H]2[C@H]1C(=O)N(Cc1ccccc1)[C@H]2c1ccc(C(F)(F)F)cc1	29%	-1%	6%	-5	-1	2%	-26
O=C(Nc1nsc(-c2ccccc2)n1)c1cccs1	-27%	-17%	7%	37*	25*	5%	134
O=C(O)CCC1COc2ccccc2O1 (stereo not given)	-18%	3%	10%	-9	0	0%	82
O=C(Cn1cccc(C(F)(F)F)c1=O)c1ccc(Cl)cc1	-15%	0%	1%	-8	2	6%	-14
COC(=O)Cn1c(=NC(=O)c2ccc(OC)c(OC)c2)sc2cc(OC)ccc21	-1%	3%	?	15	0	?	-13
CCc1ccc(CN(C)C(=O)c2cccc(S(=O)(=O)Nc3ccccc3OC)c2)cc1	35%	·	-2%	·	·	?	-27
O=S(=O)(c1ccc(OCC(O)CN2CCN(c3ccc(F)cc3)CC2)cc1)N1CCOCC1 (stereo not given)	86%[activator]	2%	-2%	1	-1	?	-16
O=C(Nc1ccc(C(=O)NCc2ccc(F)cc2)cc1)C1=CSCCO1	-24%	1%	-6%	102*	38*	4%	12
Cc1nn(C(C)C(=O)O)c(C)c1[N+](=O)[O-] (stereo not given)	-21%	-5%	-5%	14	-2	4%	-15
O=C(COC(=O)C1CC2C=CC1C2)NCc1ccco1 (stereo not given)	-2%	-4%	0%	-7	-7	-21%	0
COC(=O)Nc1ccc(S(=O)(=O)N2CCCC(C(=O)N3CCCCCC3)C2)cc1 (stereo not given)	30%	4%	-20%	-4	-2	5%	?
CCC(=O)N(CCC(c1ccco1)C(C)C)Cc1ccccc1 (stereo not given)	38%	12%	-7%	-4	-1	-9%	0
O=C(O)c1ccccc1-c1nc2ccccc2[nH]1	-13%	-14%	3%	39	1	?	-26
CN(C)P(=O)(C(Cl)=C(N1CCCCC1)N1CCCCC1)N(C)C	100%[activator]	0%	-4%	-7	-3	-11%	-2
Cn1ccnc1SCC(=O)c1cc2ccccc2o1	-35%	-19%	-9%	117*	45*	?	147
Cc1nc2cc(N3CCCCC3)c(NC(=O)c3cccnc3)cc2c(=O)n1Cc1ccccc1	69%[activator]	-13%	-10%	-21	-4	?	10
COc1ccc(-c2ccc(CCC(=O)O)n2NC(N)=O)cc1	0%	1%	-3%	9	3	-7%	0
COc1cc(S(=O)(=O)N2CCOCC2)cc(C(=O)NCC(c2cccs2)N2CCOCC2)c1OC (stereo not given)	-18%	·	-8%	·	·	·	0
CN(C)c1nc(NCc2ccccc2)nc(N/N=C/c2ccccc2F)n1	-36%	-6%	·	-17	-3	-7%	·
O=C(Oc1cccc2ccccc12)C1CC1	-7%	3%	-2%	8	19	3%	30
COC(=O)c1cc(C#N)c(NCc2ccc(Cl)cc2Cl)nc1C	-24%	·	2%	-9	-4	-4%	8
Cc1ccc(CCNC(=O)C2CCCN(S(=O)(=O)N3CC(C)CC(C)C3)C2)cc1 (stereo not given)	64%[activator]	13%	-4%	-12	-2	-8%	0
O=C(/C(C=Nc1ccc(Br)cc1)=C(/O)c1ccco1)C(F)(F)F	-3%	-1%	-6%[11.6 µM]	+	42*	-13%	129
CCc1ccc(-c2cc3c(=O)n(CC(=O)NCCN4CCCCC4C)nc(C)n3n2)cc1 (stereo not given)	12%	3%	13%	-9	8	-6%	-7
O=[N+]([O-])c1ccc(N2CCN(c3ccccc3F)CC2)nc1	-5%	-4%	6%	4	1	7%	1
O=[N+]([O-])c1ccc(N2CCCCC2)cc1SCCO	-2%	0%	-2%	-9	2	4%	-13
COc1ccc(-c2nnn(CCC(=O)O)n2)cc1	-22%	11%	-11%	-5	-2	3%	-1
COc1cc2c(cc1OC)C(c1cccc([N+](=O)[O-])c1)N(C(=O)c1ccccc1C(=O)O)CC2 (stereo not given)	-22%	-3%	-11%	-14	-1	-4%	17
CC(C)CN1C(=O)/C(=C/c2ccco2)NC1=S	-21%	?	-16%	10	-2	?	-39
O=C(CSc1ncn[nH]1)Nc1nnc(-c2ccccc2)s1	-9%	8%	55%[activator]	91*	67*	2%	·
COc1cccc(CC(=O)N(C)C2CCCN(Cc3ccccc3F)C2)c1 (stereo not given)	43%	13%	-15%	-16	1	-13%	28
COC(=O)CC1Oc2ccccc2N(Cc2ccccc2)C1=O (stereo not given)	?	4%	3%	10	-3	?	-13
CCOc1cc(NC(=S)N2CCC(C(N)=O)CC2)c(C(=O)OC)cc1OCC	-1%	3%	0%	-9	-1	?	4
CC(=O)CSc1cc(C)nc2c(-c3ccccc3)c(C)nn12	-13%	2%	-1%	-2	-1	-14%	19
COc1cccc(NC(=O)CN(C)C(=O)c2ccc(COc3ccccc3)cc2)c1	11%	·	0%	·	·	?	-8
CC(=NCc1cccnc1)C1=C(O)c2ccccc2C1=O	-15%	1%	-6%	8	7	9%	?
CCc1cc(=O)oc2c(C)c(OCC(=O)NCCN3CCOCC3)ccc12	4%	-7%	-4%	-3	2	-9%	34
CC(=O)c1c(N2CCN(C)CC2)nc(=S)n(Cc2ccccc2)c1C	4%	-8%	4%	-3	-1	0%	-22
O=C(NNC(=O)c1ccccc1O)c1cccc(Br)c1	-37%	-8%	89%[activator]	51*	25*	?	61
CCCCCC1CC(CC#CCN2CCOCC2)C(=O)O1 (stereo not given)	-7%	3%	-15%	14	-2	-5%	14
COC(=O)[C@H](C)NC(=O)NCc1ccccc1	-12%	2%	4%	-8	-3	-12%	26
CC(C)CCNC(=O)CN(Cc1ccco1)C(=O)c1snc(C(N)=O)c1N	8%	2%	-8%	-5	-3	3%	-31
Cc1[nH]nc(SCC(=O)NCc2ccc(Cl)cc2)c1[N+](=O)[O-]	-32%	-3%	-9%	-6	-2	-8%	14
CCNS(=O)(=O)c1ccc(CCC(=O)N2CCN(C(=O)OCC)CC2)cc1	2%	1%	0%	6	-1	1%	-11
COc1ccc(CNC(=O)/C=C/c2cc([N+](=O)[O-])ccc2OC(F)F)cc1OC	-1%	-1%	-7%	-3	-3	?	-10
CC(C)c1ccc(C2(O)C(=O)Nc3cc(Br)ccc32)c(O)c1 (stereo not given)	-18%	-5%	-2%	-1	1	-5%	26
COc1ccccc1NCC(O)COc1ccc(C(C)(C)C)cc1 (stereo not given)	-17%	18µM*	?	18	-2	0%	-15
c1ccc(COc2ccccc2CNC2CCCC2)cc1	-15%[2.29 µM]	3%	4%	11	-5	-6%	-27
COc1ccc(-c2cn(CCO)c(-c3ccc(Cl)nc3)n2)cc1	-12%	·	-1%	·	·	-5%	27
COc1ccc(OC)c(NCc2nnc(-c3ccccc3)o2)c1	-9%	7%	-3%	-4	-1	?	-1
CC(=O)N1c2ccc3ccccc3c2C(C)CC12CCCCC2 (stereo not given)	-3%	11%	-9%	-9	-4	-3%	-27
Cc1cccc(NC(=O)NCC(c2ccc(F)cc2)N2CCN(C)CC2)c1 (stereo not given)	-6%	6%	-4%	20	19*	-6%	-22
CSc1ccc(CN2CCc3c([nH]c4ccccc34)C2)cc1	-44%	?	?	0	-2	-10%	28
CC1CCc2nc(/C(C#N)=C/c3ccncc3)sc2C1 (stereo not given)	-17%	-5%	-8%	96*	38*	4%	-29
CS(=O)(=O)c1ccc(C(=O)Nc2ccccc2N2CCOCC2)c(Cl)c1	-7%	5%	-13%	9	-3	4%	-8
CCC(C(=O)OCC(=O)NCc1ccc2c(c1)OCO2)c1ccccc1 (stereo not given)	-16%	·	0%	·	·	·	46

5 compounds picked at random from the list so far:
SMILES	AmpC inh no detg	FBPA Giardia inh	AMA1-RON2 inh	Shiga toxin inh	CHX counter	AmpC detergent	HCMV inh
COc1ccc(CNC(=O)/C=C/c2cc([N+](=O)[O-])ccc2OC(F)F)cc1OC	-1%	-1%	-7%	-3	-3	?	-10
COC(=O)[C@H](C)NC(=O)NCc1ccccc1	-12%	2%	4%	-8	-3	-12%	26
CCCCCC1CC(CC#CCN2CCOCC2)C(=O)O1 (stereo not given)	-7%	3%	-15%	14	-2	-5%	14
COc1ccc(-c2cn(CCO)c(-c3ccc(Cl)nc3)n2)cc1	-12%	·	-1%	·	·	-5%	27
Cc1[nH]nc(SCC(=O)NCc2ccc(Cl)cc2)c1[N+](=O)[O-]	-32%	-3%	-9%	-6	-2	-8%	14

Structural class: those above containing a cyano group.
SMILES	AmpC inh no detg	FBPA Giardia inh	AMA1-RON2 inh	Shiga toxin inh	CHX counter	AmpC detergent	HCMV inh
COC(=O)c1cc(C#N)c(NCc2ccc(Cl)cc2Cl)nc1C	-24%	·	2%	-9	-4	-4%	8
CC1CCc2nc(/C(C#N)=C/c3ccncc3)sc2C1 (stereo not given)	-17%	-5%	-8%	96*	38*	4%	-29

Remaining list, next part
SMILES	AmpC inh no detg	FBPA Giardia inh	AMA1-RON2 inh	Shiga toxin inh	CHX counter	AmpC detergent	HCMV inh
O=C(CN1CCN(c2ccccc2)CC1)Nc1cccc([N+](=O)[O-])c1	-4%[11.4 µM]	-1%	9%	3	0	?	-16
COc1ccccc1NS(=O)(=O)c1cc(NC(=O)CCc2nc3ccccc3c(=O)[nH]2)ccc1C	-57%	·	-15%	·	·	?	-24
COc1ccc(/C=C/C(O)=C2/C(=O)N(C)C3(C)CC2c2ccccc2O3)cc1 (stereo not given)	-16%	-10%	-2%	-2	-3	4%	-85*
Cc1cc(C)nc(CCNC(=O)C2CCC(=O)N(Cc3ccccc3F)C2)n1 (stereo not given)	-3%	·	2%	17	10	2%	43
CSc1ncccc1C(=O)OCC(=O)NC(C)CCc1ccccc1 (stereo not given)	-6%	·	-7%	·	·	·	28
CCc1ccc(NC(=O)C(NS(=O)(=O)c2cccc3nsnc23)c2ccccc2)cc1 (stereo not given)	?	0%	-3%	-9	-3	-4%&-19%	20&12
ClC1(Cl)CC1Cn1cnc2ccccc21 (stereo not given)	3%	1%	1%	10	11	2%	-20
CCN(Cc1nc2ccccc2c(=O)[nH]1)C(=O)c1cc2c(s1)CCCCC2	-22%	·	69%[activator]	·	·	6%	-20
Oc1ccccc1CNc1cnc2ccccc2c1	-35%	-2%	0%	32*	31*	1%	-16
Cc1n[nH]c(=O)c2c(NC(=O)CSc3nc4ccccc4c(=O)n3CCCO)oc(C)c12	-12%	·	14%	-3	-1	3%	-87*
CCCCOC(=O)c1ccc(NC(=O)C(=O)NCC2CCCO2)cc1 (stereo not given)	0%	-4%	5%	3	7	?	40

Source: PubChem (National Center for Advancing Translational Sciences (NCATS))
